Screens as filed in PubChem.
Myeloid diff 2 = induction of myeloid progenitor differentiation, primary screen, cell-based, flow cytometry, MLPCN library | AID 624256, 2012 | 360,000 compounds, 1% hits | calls only at 10 µM | ER-HoxA9 myeloid progenitors, lysozyme-GFP differentiation;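 active = normalized GFP-positive differentiation at or above the plate's own cutoff, the solvent-only control mean plus 3 SD; inconclusive = no clear call, values can overlap the other calls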;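 also: cells exposed to compound for four days before flow analysis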
Myeloid diff 2 GFP+ MAC1+ % = further read-out of Myeloid diff 2, marked with its call; GFP+ MAC1+ double positive, %; measured here: differentiation confirmed by MAC1 staining
* hit, by the source's call; i = inactive; ? = inconclusive; . = not tested or not shown. Only part of the results is shown; rates above refer to the full screens.

Values in the order: Myeloid diff 2, Myeloid diff 2 GFP+ MAC1+ %
1) CSc1ccccc1NC(=O)CN(C)C(C)C(=O)NC(=O)NC1CCCCC1 (stereo not given)
    i, 0.3
2) CCN(CC)C(=O)C1CCCN(Cc2cccc(Cl)c2)C1 (stereo not given)
    i, 1.0
3) OCC[C@@H]1NCc2cc(CO)cc(-c3ccccc3)c21
    i, 0.7
4) CCc1nc2c(OCc3ccc(OC)cc3)cccn2c1N(C)C(=O)c1ccncc1
    i, 1.3
5) CC(CC(=O)Nc1cccc(S(=O)(=O)N2CCCCC2)c1)c1ccccc1 (stereo not given)
    i, 0.2
6) Cc1ccc(-c2cc(C(=O)OCC(=O)NC3CC3)c3ccccc3n2)cc1
    i, 0.5
7) Cc1ccc(NC(=O)CSCC(=O)OC(C)C(=O)Nc2ccccc2C)cc1 (stereo not given)
    i, 0.6
8) O=C(NCc1cccnc1)c1ccccc1NS(=O)(=O)c1ccc(Br)cc1
    i, 1.5
9) COc1cccc(CNC(=O)COc2cccc(-n3cnnn3)c2)c1
    i, 1.1
10) Cc1ccc(C)c(NC(=S)NCCc2ccc(S(N)(=O)=O)cc2)c1
    i, 0.6
11) O=C(COC(=O)c1c[nH]c2ccccc12)Nc1ccc([N+](=O)[O-])cc1
    i, 0.5
12) C[C@@H](CSc1ccc(Br)cc1)CN1CC[C@H](NC(=O)OCc2ccccc2)CCC1=O
    i, 0.9
13) CC(C)C[C@H]1CNC(=S)N1CC1CCCN1C[C@H](Cc1ccc(O)cc1)N1C[C@H](Cc2ccccc2)N(CC2CCCCCC2)C1=S (stereo not given in full)
    i, 1.2
14) COc1ccc(Cc2nnc(SCC(=O)Nc3c(C)cccc3C)[nH]c2=O)cc1
    i, 0.5
15) CC(=O)Nc1ccc(NC(=O)Cc2ccc(S(=O)(=O)N3CCCCC3)cc2)cc1
    i, 0.3
16) CCOC(=O)c1ccc(NC(=O)Nc2nc3ccccc3s2)cc1
    i, 0.1
17) C=CCNc1oc(-c2ccc(Cl)cc2)nc1C#N
    i, 0.3
18) CCOC1=C2CN(S(=O)(=O)c3ccc(C)cc3)[C@H](c3ccccc3)C[C@@H]2N(S(=O)(=O)c2ccc(Br)cc2)[C@H](c2ccccc2)C1
    i, 5.1
19) O=C(OCC(=O)N(CCc1ccccc1)Cc1ccccc1)c1ccccc1O
    i, 1.0
20) CCOC(=O)C1=C(COC(=O)/C=C/c2cccc(Cl)c2)NC(=O)NC1C (stereo not given)
    i, 1.5
21) O=C(CSc1nc(C(F)(F)F)cc(=O)[nH]1)NCC1CCCO1 (stereo not given)
    i, 0.8
22) Cc1cc(C(=O)O[C@H]2[C@H](Cc3ccccc3)NS(=O)(=O)[C@H]3C[C@@H]4C=C[C@]23O4)ccc1[N+](=O)[O-]
    i, 2.2
23) COc1cc(SC)ccc1C(=O)NNC(=O)c1cc(C)oc1C
    i, 0.8
24) CCCN(CC(=O)Nc1ccccc1OC)C(=O)CCC(=O)c1ccc(F)cc1
    i, 0.4
25) CN(Cc1ccccc1)CC(O)CN(C)Cc1ccccc1
    i, 1.1
26) O=P(OCC1CCCO1)(OCC1CCCO1)OCC1CCCO1 (stereo not given)
    i, 0.9
27) COC[C@@H]1CCCN1c1ccc2c(c1)O[C@@H](COCc1ccccc1)CN([C@H](C)c1ccccc1)S2(=O)=O
    i, 1.2
28) CC(C)CN(C(=O)c1cccc(Cl)c1)c1c(N)n(Cc2ccccc2)c(=O)[nH]c1=O
    i, 1.6
29) C=C1C(=O)[C@]23C[C@H]1CC[C@H]2[C@]1(C)[C@@H](OC(C)=O)CC[C@@](C)(C(=O)O)[C@H]1C[C@@H]3O
    ?, .
30) O=C(c1ncn(Cc2ccccc2)c1C(=O)N1CCN(c2ccccc2)CC1)N1CCN(c2ccccc2)CC1
    i, 1.8
31) CCCCN(C(=O)c1ccc([N+](=O)[O-])s1)c1c(N)n(CC(C)C)c(=O)[nH]c1=O
    i, 1.2
32) Nn1c(SCC(=O)Nc2nccs2)nnc1-c1ccco1
    i, 0.4
33) CCN1C[C@@H]2[C@@H]3C(=O)N(Cc4ccccc4)C(=O)[C@@H]3[C@](Cc3ccccc3)(C1=O)N2C(=O)c1ccc(Cl)cc1
    i, 1.4
34) COc1ccc(-c2ccc(C(=O)Nc3ccc(C(C)C)cc3)c3occc23)c(C)c1
    i, 0.0
35) COCCNC(=O)c1onc(CSc2ccccc2)c1C(=O)NCCOC
    i, 2.1
36) CN(CCc1ccccc1)C(=O)CC1C(=O)NCCN1Cc1ccccn1 (stereo not given)
    i, 2.8
37) COc1ccccc1OCC(=O)NCCS(=O)(=O)N1CCN(c2ccccc2)CC1
    i, 0.4
38) CCOc1ccc(NC(=O)CN(C)C(=O)c2cc(-c3ccco3)nc3ccccc23)cc1OCC
    i, 0.1
39) CN(Cc1c(F)cccc1Cl)C(=O)c1ccc(NS(=O)(=O)c2ccc3[nH]c(=O)[nH]c3c2)cc1
    i, 1.1
40) CCC(=O)c1ccc(OCC(=O)OCC(=O)NC2CCCCCC2)cc1
    i, 1.4
41) O=S(=O)(c1ccc(F)cc1)N1CCN(S(=O)(=O)c2ccc3c(c2)OCCO3)CC1
    i, 1.8
42) CC1CCCC(NC(=O)C2COc3ccccc3O2)C1C (stereo not given)
    i, 0.5
43) O=C1NC[C@@H](CCCCN2C[C@H](Cc3ccccc3)N(CC3CCCCC3)C(=O)C2=O)N(Cc2ccccc2)C1=O
    i, 0.8
44) O=c1nc(NO)ccn1C1CCCO1 (stereo not given)
    i, 1.8
45) CCOC(=O)c1c(C)[nH]c(C(=O)OCC(=O)N(CC(C)C)C2CCS(=O)(=O)C2)c1C (stereo not given)
    i, 0.3
46) CCOC(=O)C1CCN(C(=O)COC(=O)c2oc3ccccc3c2C)CC1
    i, 0.4
47) CCN(CC(=O)Nc1ccccc1C(F)(F)F)C(=O)c1oc2ccc(OC)cc2c1C
    i, 1.2
48) Cc1ccccc1C(=O)Nc1nnc([C@@H]2C[C@H](O)[C@@H](CO)O2)s1
    i, 0.4
49) CC(NS(=O)(=O)c1ccc(Br)cc1)C(=O)Nc1nc2ccccc2[nH]1 (stereo not given)
    i, 0.6
50) CC(=O)c1cccc(NC(=O)C2CCCN2S(=O)(=O)c2ccccc2C(F)(F)F)c1 (stereo not given)
    i, 1.1
51) CC(C(=O)N1CCCC1)N1CCN(S(=O)(=O)c2ccc(OC(F)(F)F)cc2)CC1 (stereo not given)
    i, 0.7
52) Cc1cc(C)c2cc(C#N)c(NCCCNC(=O)c3ccncc3)nc2c1
    i, 0.5
53) C[C@H](CO)N1C[C@H](C)[C@@H](CN(C)S(=O)(=O)c2ccccc2)Oc2c(NS(=O)(=O)c3ccccc3)cccc2C1=O
    i, 1.9
54) CC(C)CN(C(=O)COC(=O)c1cccc2ccccc12)c1c(N)n(Cc2ccccc2)c(=O)[nH]c1=O
    i, 0.7
55) CC(OC(=O)CCSc1ccccc1)C(=O)Nc1ccc(S(N)(=O)=O)cc1 (stereo not given)
    i, 1.0
56) CCCCC(=O)N1C/C=C\[C@H](c2ccc(OC)cc2)N(Cc2ccc(F)cc2)C(=O)[C@@H]1C
    i, 1.5
57) Cc1c(NC(=O)c2nn(C(C)C)c(=O)c3ccccc23)c(=O)n(-c2ccccc2)n1C
    i, 1.0
58) CN(CC(=O)Nc1cccc(F)c1)C(=O)CCCc1c[nH]c2ccccc12
    i, 0.3
59) N#Cc1ccccc1S(=O)(=O)N1CCN(C(=O)c2cc(=O)[nH]c3ccccc23)CC1
    i, 0.6
60) O=C(OCC1CCNCC1)c1ccc(F)cc1
    i, 0.6

Six records picked at random from those above, as already listed:
Values in the order: Myeloid diff 2, Myeloid diff 2 GFP+ MAC1+ %
33) CCN1C[C@@H]2[C@@H]3C(=O)N(Cc4ccccc4)C(=O)[C@@H]3[C@](Cc3ccccc3)(C1=O)N2C(=O)c1ccc(Cl)cc1
    i, 1.4
58) CN(CC(=O)Nc1cccc(F)c1)C(=O)CCCc1c[nH]c2ccccc12
    i, 0.3
41) O=S(=O)(c1ccc(F)cc1)N1CCN(S(=O)(=O)c2ccc3c(c2)OCCO3)CC1
    i, 1.8
57) Cc1c(NC(=O)c2nn(C(C)C)c(=O)c3ccccc23)c(=O)n(-c2ccccc2)n1C
    i, 1.0
40) CCC(=O)c1ccc(OCC(=O)OCC(=O)NC2CCCCCC2)cc1
    i, 1.4
44) O=c1nc(NO)ccn1C1CCCO1 (stereo not given)
    i, 1.8

Additional structures:
Values in the order: Myeloid diff 2, Myeloid diff 2 GFP+ MAC1+ %
61) CC1=NNC(=O)C1C(c1ccc(F)cc1)C(C#N)C#N (stereo not given)
    i, 1.2
62) CCOC(=O)c1c(NC(=O)COC(=O)Cc2n[nH]c(=O)c3ccccc23)sc(C(=O)N(C)C)c1C
    i, 0.9
63) COc1cccc(NC(=O)CN(C)C(=O)c2cn(-c3ccccc3)nc2-c2cccs2)c1
    i, 1.2
64) Cc1ccc(Cl)cc1-c1cc(C(=O)N2CCN(c3ccncc3)CC2)[nH]n1
    i, 0.6
65) Cc1ccc(NC(=O)c2ncn(CC(=O)N[C@H](CO)Cc3c[nH]c4ccccc34)n2)cc1C
    i, 0.7
66) COc1ccc(NC(=O)COC(=O)CN2C(=O)C3CCCCC3C2=O)cc1OC (stereo not given)
    i, 1.0
67) Cc1ccccc1NC(=O)Cc1nc(COC(=O)c2cc([N+](=O)[O-])ccc2NCCO)cs1
    i, 0.3
68) CC(Sc1nncs1)C(=O)Nc1ccc2c(c1)OCCO2 (stereo not given)
    i, 0.8
69) Cc1ccc(S(=O)(=O)N2CCC(C(=O)N3CCN(c4ccccn4)CC3)CC2)cc1C
    i, 0.2
70) O=C(NCCC1CCCCN1S(=O)(=O)c1ccccc1)C(=O)NCc1ccco1 (stereo not given)
    i, 0.5
71) CC(C)CCNC(=O)C(c1cccnc1)N(Cc1ccccc1)C(=O)Cn1nnc2ccccc21 (stereo not given)
    i, 1.7
72) c1ccc(-c2nnc(C3CC(c4ccncc4)=NO3)o2)cc1 (stereo not given)
    i, 2.3
73) COc1cc(C(=O)NCC(=O)OCc2ccc(F)cc2)cc(OC)c1OC
    i, 1.0
74) NC(=O)c1ccsc1NC(=O)CSc1nnc(NC2CC2)s1
    i, 1.5
75) O=C(COC(=O)C1COc2ccccc2O1)Nc1ccccc1OC(F)F (stereo not given)
    i, 0.1
76) O=C(Nc1ccccc1)c1cc(C2CCCCN2C(=O)c2ccc3c(c2)CCO3)on1 (stereo not given)
    i, 0.3
77) O=C(COC(=O)COc1ccc(Cl)cc1)Nc1ccc2c(c1)OCCO2
    i, 0.6
78) COc1ccc(-c2sc3ccccc3c2-c2ccc(OCCN3CCCCC3)cc2)cc1
    i, 0.8
79) Cc1ccccc1NS(=O)(=O)c1ccc(C(=O)NCc2ccccc2CN2CCCC2)cc1
    i, 0.7
80) Cc1ccc(Cl)cc1NC(=O)Cn1c(C)csc1=O
    i, 1.0
81) Cc1cc(C)n2c(Nc3ccc4c(c3)OCCO4)c(-c3ccccn3)nc2n1
    i, 0.6
82) CCCN(CC(=O)Nc1ccccc1C)C(=O)COC(=O)c1cnc(C)cn1
    i, 0.3
83) CCOC(=O)C1=CCN(S(=O)(=O)c2ccc(C)cc2)C1c1ccccc1F (stereo not given)
    i, 1.0
84) Cc1ccc(NC(=O)C(C)OC(=O)Cn2cnc3ccccc3c2=O)cc1 (stereo not given)
    i, 0.3
85) COC(=O)[C@]12CCCCC=C1N(Cc1ccc(Cl)cc1Cl)C(=O)[C@H](CC(=O)NCc1ccc(C)o1)C2
    i, 1.4
86) O=c1c2ccccc2oc2ccc(-c3ccc4[nH]ccc4c3)cc12
    i, 2.5
87) Cc1c(O)c(=O)n(-c2ccccc2)n1C
    i, 3.1
88) COC(CNC(=O)C(=O)Nc1ccc2c(c1)N(S(=O)(=O)c1cccs1)CCC2)OC
    i, 2.0
89) O=C(CN1C(=O)NC(CCc2ccccc2)C1=O)N1CCCCCC1 (stereo not given)
    i, 1.2
90) CC(C)(C)c1ccc(C(=O)NCC(=O)NNC(=O)c2ccccc2O)cc1
    i, 1.0
91) COC(=O)Cc1ccc(OCC(=O)NC2CCCC2)cc1
    i, 0.8
92) COc1cc(OC)c(N(C)S(=O)(=O)c2cccc(C(=O)Nc3nc(C)cs3)c2)cc1Cl
    i, 0.6
93) Nc1ncnc2c1ncn2[C@@H]1O[C@H](C(=O)NS(=O)(=O)c2cccs2)[C@@H](O)[C@H]1O
    i, 1.1
94) Cc1cccc(COC[C@H](Cc2ccccc2)N2CCN(C(=O)c3cc(Cl)cc(Cl)c3)CCC2=O)c1
    i, 0.8
95) COC(=O)[C@@]12C[C@@H](CC(=O)NCc3cccc(C(F)(F)F)c3)C(=O)N(Cc3ccc4c(c3)OCO4)C1=CCC(C)(C)C2
    i, 2.4
96) COC(=O)C[C@@H]1CC[C@@H](NC(=O)C2CCC2)[C@@H](CO)O1
    i, 3.2
97) CCS(=O)(=O)N1Cc2ccccc2CC1C(=O)N(C)CC(=O)Nc1cccc(F)c1 (stereo not given)
    i, 1.8
98) Cc1nn(-c2nccs2)c2c1C(=O)CC(C)(C)C2Br (stereo not given)
    i, 0.5
99) COc1ccc(S(=O)(=O)N(C)C[C@H]2Oc3c(NC(=O)NC(C)C)cccc3C(=O)N([C@H](C)CO)C[C@@H]2C)cc1
    i, 1.8
100) C[C@@H]1CN([C@H](C)CO)C(=O)CCCn2cc(nn2)CO[C@H]1CN(C)C(=O)Nc1ccnc(N2CCOCC2)c1
    i, 1.1
101) CN(C(=O)c1ccc(NC(=O)Cc2cccc(NC(=O)C3CCN(C(=O)CCc4ccccc4)CC3)c2)cc1)C1CCCC1
    i, 2.5

Entries 99–101 of the list above:
Values in the order: Myeloid diff 2, Myeloid diff 2 GFP+ MAC1+ %
99) COc1ccc(S(=O)(=O)N(C)C[C@H]2Oc3c(NC(=O)NC(C)C)cccc3C(=O)N([C@H](C)CO)C[C@@H]2C)cc1
    i, 1.8
100) C[C@@H]1CN([C@H](C)CO)C(=O)CCCn2cc(nn2)CO[C@H]1CN(C)C(=O)Nc1ccnc(N2CCOCC2)c1
    i, 1.1
101) CN(C(=O)c1ccc(NC(=O)Cc2cccc(NC(=O)C3CCN(C(=O)CCc4ccccc4)CC3)c2)cc1)C1CCCC1
    i, 2.5
